Assay outcomes (PubChem)
NPY-Y2 PAM-ag: potentiates or activates human NPY-Y2 receptor | activation, % at 3.6 µM | 0.45% of 220,000 active | cells expressing NPY-Y2, potentiator/agonist read-out | P49146; in the data active means activation above about 27%;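 further: cells stimulated with NPY near EC25 plus isoproterenol at EC100; 0% = vehicle plus submaximal agonist and 100% = vehicle plus saturating agonist; some results beyond the cut were filed as inactive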
NPY Y1 blocker: antagonists of human neuropeptide Y receptor Y1. P25929. HEK293-CNG Y1 cells, membrane potential fluorescence; NPY at EC95, then isoproterenol. inhibition, % at 3.6 µM. 1% of 200,000 active. AID 1040;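 active means inhibition above the campaign mean inhibition of all tested compounds plus 3 SD, cut at about 20% in these data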;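 further: 0% = DMSO wells given NPY plus isoproterenol and 100% = isoproterenol alone without NPY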
Target sequence (P25929 whole entry, looked up): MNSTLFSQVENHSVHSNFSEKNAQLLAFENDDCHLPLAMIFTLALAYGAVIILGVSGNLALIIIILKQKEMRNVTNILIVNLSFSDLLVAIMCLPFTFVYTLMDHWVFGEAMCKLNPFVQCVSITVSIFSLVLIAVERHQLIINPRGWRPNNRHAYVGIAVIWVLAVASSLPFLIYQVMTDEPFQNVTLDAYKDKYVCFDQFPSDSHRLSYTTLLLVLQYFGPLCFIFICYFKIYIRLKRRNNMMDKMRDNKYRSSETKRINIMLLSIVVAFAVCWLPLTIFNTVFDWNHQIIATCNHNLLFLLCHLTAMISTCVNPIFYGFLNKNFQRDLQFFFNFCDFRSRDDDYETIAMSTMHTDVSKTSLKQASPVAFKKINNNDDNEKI
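System: HEK293 cells with Y1 receptor plus CNG channel / Probe or stimulus: NPY 25 nM then isoproterenol 1 µM plus Ro 20-1724 25 µM / Compound: one concentration, 3.6 µM, in 0.4% DMSO / Schedule: compound incubation 1 h at room temperature, readout 45 min post-stimulation / Measured by: membrane potential fluorescence / Read-out: % inhibition of NPY effect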
Ba/F3 V617F tox: lowers viability of Ba/F3 cells expressing EpoR and JAK2V617F; 1.1% of 220,000 active; AID 1446; inhibition, % at 5.6 µM; ATP luminescence;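 active means inhibition above the campaign mean plus 3 SD over all tested compounds, cut at about 24% in these data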;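 further: cytokine-independent growth of Ba/F3 cells driven by EpoR plus mutant JAK2; 0% = DMSO-treated cells and 100% = JAK inhibitor I control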
NPY1 pot ag: potentiates or activates human NPY-Y1 receptor; NPY-Y1 expressing cells, potentiator/agonist activation; activation, % at 3.6 µM; AID 1304; 0.37% of 220,000 active; P25929; in the data active means activation above about 33%, passing the limit was not always enough;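 further: cells stimulated with NPY at EC10 then isoproterenol at EC100; 0% = low agonist plus stimulus and 100% = saturating agonist plus stimulus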
CHOP inhibitor: blocks CHOP induction under ER stress. AID 2732. 3.8% of 220,000 active. CHO-K1 CHOP-promoter luciferase, tunicamycin-induced, 15-18 h. inhibition, % at 10 µM;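 active means compounds that reduced the stress-induced luciferase reporter signal by more than about 70% of percent inhibition, limit read from the data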;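 further: 0% = tunicamycin plus vehicle and 100% = wells without tunicamycin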
BaF3 parental: parental Ba/F3 viability inhibition as JAK2V617F counter-screen | 1.1% of 220,000 active | CellTiter-Glo ATP luminescence | inhibition, % at 5.6 µM;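 active means inhibition above a per-campaign cutoff, the mean inhibition of all tested compounds plus 3 SD, cut at about 27% in these data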;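 further: 0% = DMSO wells and 100% = JAK Inhibitor I control wells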
S1P4 antag: human S1P4 receptor antagonism; AID 1510; O95977; S1P4-expressing cells, antagonist mode, reporter read-out; inhibition, % at 4.98 µM; 0.26% of 220,000 active; in the data active means inhibition above about 29%;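 further: 0% = wells stimulated with agonist and 100% = vehicle wells without agonist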
Target sequence (O95977 whole entry, looked up): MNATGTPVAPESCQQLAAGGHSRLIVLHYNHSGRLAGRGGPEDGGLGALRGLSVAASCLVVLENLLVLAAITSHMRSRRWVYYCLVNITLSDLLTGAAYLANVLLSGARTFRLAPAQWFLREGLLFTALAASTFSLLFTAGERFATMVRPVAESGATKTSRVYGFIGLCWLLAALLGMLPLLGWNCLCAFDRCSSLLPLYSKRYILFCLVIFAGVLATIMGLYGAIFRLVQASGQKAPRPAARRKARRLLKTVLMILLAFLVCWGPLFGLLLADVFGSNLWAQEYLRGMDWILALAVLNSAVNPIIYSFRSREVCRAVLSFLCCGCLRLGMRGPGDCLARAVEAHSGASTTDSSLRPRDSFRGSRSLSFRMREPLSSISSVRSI
S1P4 agonist: agonists of human S1P4 receptor; O95977; S1P4-expressing cell line, agonist reporter assay; activation, % at 4.98 µM; 0.35% of 220,000 active; in the data active means activation above about 11%;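 further: 0% = DMSO vehicle and 100% = reference agonist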
NCF1 inh: inhibitors of human p47phox binding. P14598. p47phox/p22phox peptide binding, fluorescence polarization, 2 h. inhibition, % at 24.7 µM. 0.53% of 220,000 active. AID 1274;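 active means inhibition above about 30%, limit read from the data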;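 further: 0% = p47phox with labelled peptide and 100% = labelled peptide alone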
* hit, by the source's call; · = not tested or not shown.

SMILES	NPY-Y2 PAM-ag	NPY Y1 blocker	Ba/F3 V617F tox	NPY1 pot ag	CHOP inhibitor	BaF3 parental	S1P4 antag	S1P4 agonist	NCF1 inh
Cc1cc(C(N)=O)c2ccccc2n1	-8	2	1	15	5	1	-18	-0.3	2
O=C(OCc1ccccc1)N1CCOCCOCCN(C(=O)OCc2ccccc2)CCOCCOCC1	-6	3	-5	3	9	3	1	-0.5	-4
Cc1ccc2cc(CN(C(=O)c3ccncc3)C(C)C)c(=O)[nH]c2c1	-8	2	-1	-27	14	7	-9	4.9	-13
CCOC(=O)C1CCCN(S(=O)(=O)c2cccs2)C1 (stereo not given)	6	0	1	-28	-17	6	2	-1.8	-10
O=C(N/N=C/c1ccco1)c1ccc(N2CCCC2=O)cc1	9	3	-1	8	3	5	-15	0.3	-5
CCN(C(=O)CSc1nc2ccccc2c(=O)n1-c1cccc(C)c1)C1CCS(=O)(=O)C1 (stereo not given)	5	1	2	0	6	3	-17	0.6	-17
COC(=O)CSc1nc(N)c(C#N)c(-c2ccc(O)cc2)c1C#N	-25	·	2	4	12	1	-5	-0.9	-4
O=C(Nc1cccnc1)c1ccc2snnc2c1	-10	0	3	3	1	5	7	-0.2	-15
Cc1c(C)n(Cc2ccccc2)c2ncnc(N)c12	11	-3	-4	31	13	3	-31	0.7	-5
CC(C)(C)SCCNC(=O)CN(c1ccc(F)cc1)S(=O)(=O)c1ccccc1	-19	3	2	4	11	8	-6	-0.2	3
Cc1ccsc1C(=O)N(c1nc2ccccc2s1)c1c(C)cccc1C	-18	5	5	14	65	9	-26	-0.2	-11
Cc1ccc(-c2nnc3c4ccccc4c(C)nn23)cc1NC(=O)CN1CCOCC1	-11	3	2	22	59	5	-25	0.6	-2
CCOC(=O)C1=C(C)Nc2ccccc2N=C1NC(=O)Cc1ccc(OC)cc1	1	6	5	8	8	4	-13	5.2	-8
O=C(C1=C[C@H](c2csc3ccccc23)C[C@H](OCCCCO)O1)N1CCN(Cc2ccccc2)CC1	9	-1	7	9	16	7	2	-2.1	-2
Cc1ccc(CNC(=O)c2ccc(N(C)C)cc2)cc1	-13	10	4	-8	13	2	-7	-0.5	-3
CC1(C)CC(N2CCC(=O)N(C3CC(C)(C)NC(C)(C)C3)C2)CC(C)(C)N1	8	1	-1	9	11	8	-12	1.0	-14
c1ccc(-n2ncc3c(NCC4CCCO4)ncnc32)cc1 (stereo not given)	2	1	-4	0	-31	-2	3	-2.2	-4
C=CCn1c(SCC(=O)Nc2ccc3c(c2)OCO3)nnc1-c1ccccc1	13	-1	2	-4	48	5	1	1.1	-10
CCCC(C)NC(=O)CSCc1ccc(OC)cc1 (stereo not given)	1	1	1	-4	-27	7	-6	0.7	-4
Cc1ccccc1NC(=O)Cn1c(=O)n(Cc2ccccc2)c(=O)c2c(C)c(C)sc21	-7	6	3	0	65	9	-3	0.0	10
COc1ccc(S(=O)(=O)N(C)c2ccc(C(=O)NC3CCCC3)cc2)cc1	1	2	1	0	1	7	-7	-1.0	-15
COc1cc(/C=N/Nc2ncc(C(F)(F)F)cc2Cl)cc(OC)c1O	-7	0	2	4	29	9	-11	0.5	-8
COc1ccc2c(c1)oc(=O)c1c3ccccc3[nH]c21	4	-2	-1	-19	69	5	-14	1.3	-8
COCCOC(=O)C1=C(C)Nc2cc(=O)[nH]c(=O)n2C1c1cccc([N+](=O)[O-])c1 (stereo not given)	10	-1	-3	-15	-1	-1	-17	1.1	-6
O=C(CSc1c[nH]c2ccccc12)N1CCCc2ccccc21	4	4	0	6	55	6	2	-0.5	-5
O=S(=O)(/N=C(\c1ccccc1F)N1CCCCC1)c1ccccc1	-1	5	-1	4	18	4	0	1.1	-11
CCN(CC)CCn1c(N)c(S(=O)(=O)c2ccccc2)c2nc3ccccc3nc21	-31	·	8	10	-7	5	11	2.5	-6
NC(=S)N/N=C1\CC(c2ccc3c(c2)OCCO3)Oc2ccc(F)cc21 (stereo not given)	-13	·	0	-34	13	1	17	-0.1	0
COc1ccc(/C=C/C(=O)NC(=S)Nc2cc([N+](=O)[O-])ccc2O)cc1OC	-2	1	-4	12	69	4	5	-1.6	-56
CCOC(=O)c1c(-c2ccc(-c3ccccc3)cc2)csc1NC(=O)CCN1CCOCC1	-22	4	-1	-78	34	2	12	0.2	-9
CCOc1ccc2c(c1)sc(=NC(=O)C1CC1)n2C	-5	-4	-3	3	-7	1	2	-0.1	-8
Brc1cc2c(cc1Br)OCCOCCOCCOCCO2	-5	3	2	-2	3	7	-6	2.0	3
CCOC(=O)C1=C(C)Nc2nc(C)nn2C1c1ccc(C)cc1 (stereo not given)	8	-2	-1	12	-6	3	-5	13*	-3
Cc1ccc(CNC(=O)COC(=O)c2cnccn2)cc1	-1	5	-1	-9	7	3	-2	1.0	-6
Cc1nc2nc(SCC(N)=O)[nH]c2cc1Br	-13	3	6	6	0	5	-20	-0.9	-21
Nc1c(C(=O)Nc2ccc(F)cc2)sc(=S)n1-c1ccccc1F	-35	10	3	-10	-17	7	6	-0.1	-7
CC(=O)Nc1nonc1NC(=O)CSc1ncn[nH]1	-3	2	-1	-17	-38	-1	-14	0.8	-13
O=C(CCc1ccc(S(=O)(=O)N2CCOCC2)cc1)Nc1cc(Cl)ccc1N1CCOCC1	-22	-2	0	3	-3	4	0	0.1	-13
CSc1ncc(Cl)c(C(=O)Nc2ccc(NC(C)=O)cc2)n1	0	-6	-6	-12	-10	-1	-13	-0.1	-14
Cc1ccc(S(=O)(=O)NCCC(=O)OCC(=O)NC(=O)c2cccn2C)cc1	-17	·	0	21	-7	-13	4	1.9	-10
CCCSc1nc(=O)n2cccc(C)c2n1	-4	8	-1	-10	23	2	-15	0.1	4
Cc1cc(C)c(C(=O)CSc2nc(C)cc(C)c2C(N)=O)c(C)c1	-4	0	1	-7	-3	6	-20	1.3	0
COc1ccc(C2CC(c3ccccc3)=NN2S(=O)(=O)c2ccc(C)cc2)c(OC)c1 (stereo not given)	-17	3	-2	-20	15	5	-8	1.6	-262
NS(=O)(=O)c1ccc(CCNC(=O)/C=C/c2cccc([N+](=O)[O-])c2)cc1	-6	0	-3	10	14	2	-13	0.0	4
COc1cc(NC(=O)C/C(C)=N/NC(=O)c2cccs2)c(OC)cc1Cl	4	3	3	-7	12	4	-3	-0.8	4
CC(NCc1ccc2c(c1)OCO2)C(=O)NC1CCCCC1 (stereo not given)	6	-6	3	20	19	15	-1	1.9	-6
Cc1ccnc(NC(=O)c2ccccc2NC(=O)C(C)(C)C)c1	0	10	8	0	-18	10	-12	2.6	-8
COCCCNC(=O)c1ccccc1SC	14	-2	-1	14	4	2	-2	0.5	-5
O=C(N/N=C/c1ccncc1)c1cccc(NC(=O)c2ccc(Cl)cc2)c1	-12	0	-3	-2	53	0	-6	1.6	0
CCCC(=O)Nc1nc2c(C)c(Cl)ccc2s1	17	·	-1	-4	31	0	2	0.3	0
COc1cc(NC(=S)NCCN2CCOCC2)cc(OC)c1	1	-1	2	-15	2	6	-7	-0.4	-13
Cc1cccnc1NCC(O)COc1ccccc1 (stereo not given)	4	-3	0	-13	2	8	-25	-1.1	-10
Cc1ccc(CSCC(=O)N2CCN(c3ccccc3)CC2)cc1	-11	4	0	-2	36	0	-5	2.9	-14
CCN(CC)CCCNC(=O)CNC(=O)c1nn(-c2ccc(OC)cc2)c(=O)c2ccccc12	-1	9	-3	7	6	-1	-7	0.3	0
CSc1cccc(NC(=O)C2CCN(S(=O)(=O)c3ccc(F)cc3)CC2)c1	-11	-8	4	0	39	7	-8	-0.1	-18
COc1ccc2ccccc2c1/C=N/NC(=O)c1sc(N)c(C#N)c1C	2	-5	4	-15	14	10	3	1.0	-25
CC(NC(=O)c1ccco1)C(=O)OCc1cccc(Cl)c1 (stereo not given)	6	3	-3	5	-11	-1	-19	0.5	-7
CC(C)(C)C(=O)NC1(C(F)(F)F)NC(=O)N(c2ccccc2F)C1=O (stereo not given)	5	·	-3	27	-1	-6	-18	1.9	-2
COc1ccc(N2C(=O)CC(N(C)CCc3ccc(OC)c(OC)c3)C2=O)cc1 (stereo not given)	-1	4	-1	2	-7	11	-2	3.3	-1
COc1ccc(N=C2C(=O)N3c4c(cccc42)C(C)=CC3(C)C)cc1	5	-3	1	-9	79*	-4	-4	-1.1	3
Other records follow:
SMILES	NPY-Y2 PAM-ag	NPY Y1 blocker	Ba/F3 V617F tox	NPY1 pot ag	CHOP inhibitor	BaF3 parental	S1P4 antag	S1P4 agonist	NCF1 inh
Cc1cc2ccccc2c(=O)n1CC(=O)NCC(=O)N1CCN(c2ccccc2F)CC1	-22	2	0	-16	39	2	1	-0.5	-11
Cc1cc(C)c2nc(-c3ccccn3)cc(C(=O)NCc3ccc(S(N)(=O)=O)cc3)c2c1	-7	-2	4	10	2	2	-7	3.3	-17
Cc1cc[n+](CC(=O)c2cc3ccccc3oc2=O)cc1	-15	2	0	6	-4	4	0	1.9	2
COC(=O)[C@@H](NC(=O)Nc1ccc(OC)cc1)C(C)C	0	-2	0	6	23	3	3	1.8	-4
CC1=C(C(=O)OC2CCCCC2)C(c2ccc(C)o2)C2=C(CCCC2=O)N1 (stereo not given)	0	1	-5	-14	38	1	12	-0.2	-5
Cc1ccc2c(c1)-c1c(ssc1=S)C(C)(C)N2C(=O)CSC1=NCCS1	24	-7	3	14	16	1	5	0.5	-4
COc1cc(OC)cc(C(=O)Nn2c(C)nc3ccccc3c2=O)c1	-8	-4	-5	0	2	0	6	1.2	-2
CCOc1ccc(-c2nc(N)ncc2Oc2cccc(OC)c2)c(O)c1	-12	15	-4	-19	110*	1	-21	4.1	-12
Cc1cc(C(=O)CCl)c(C)n1CC1COc2ccccc2O1 (stereo not given)	5	-2	2	12	106*	12	-16	0.3	-11
CCOc1ccccc1C1CC(=O)Nc2c1c(=O)n(C)c(=O)n2C (stereo not given)	6	1	-5	6	-32	6	0	-2.2	-3
O=C(Nc1ccc2c(c1)OCCO2)NC12CC3CC(CC(C3)C1)C2	4	5	0	-3	8	2	-14	-3.2	-8
CCOCCCNCc1ccc(OCc2ccccc2Cl)cc1	4	7	-1	-22	-31	2	0	0.3	-16
CCOC(=O)C(=NCCOC)NNc1cc(Cl)ccc1Cl	-1	-1	-4	-26	15	1	-7	1.8	-8
Cc1ccc(C2=[N+]([O-])C(C)(C)CC2)cc1	-7	1	-4	-9	17	2	8	0.1	-7
COc1ccc(C(=O)NNC(=O)CN2CCN(c3nc(-c4ccccc4)cs3)CC2)cc1	1	2	2	5	5	7	-35	0.0	-12
COc1ccc(C)cc1S(=O)(=O)N1CCC(C(=O)NCCC2=CCCCC2)CC1	-19	7	4	2	6	7	-5	5.2	-9
Cc1nc(NCCN2CCOCC2)c2nnn(Cc3ccccc3Cl)c2n1	-8	1	4	-6	33	5	-20	-0.6	-7
